# LMP1 NFkB inh = Epstein-Barr LMP1 NF-kappaB reporter inhibition; LMP1-induced NF-kappaB luciferase reporter cells, luminescence; 350,000 tested, 0.69% active; inhibition, % at 12.5 µM; AID 504558; in the data active = inhibition above about 41%;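 also: 0% = neutral control wells and 100% = reference inhibitor control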
# NOD2 RIPK2 PPI = NOD2-RIPK2 protein interaction inhibition; O43353; CHO BLA complementation NOD2-RIPK2, CCF4 ratio; inhibition, % at 4.98 µM; 360,000 tested, 0.38% active; AID 624267; in the data active = inhibition above about 21%;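 also: 0% = vehicle only and 100% = reference blocker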
# NCOA2 inhibitor = inhibits human steroid receptor coactivator 2; HEK293 GAL4-SRC2 luciferase reporter, luminescence; inhibition, % at 9 µM; 370,000 tested, 0.17% active; AID 651957;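 active = inhibition above the mean inhibition of all tested compounds plus 3 SD, set per campaign, cut at about 52% in these data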;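 also: 0% = DMSO treated cells and 100% = cells given Gossypol at 36 µM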
# SRC3 inh = human NCOA3 inhibition; 360,000 tested, 0.17% active; AID 588352; inhibition, % at 3.6 µM; HEK293 GAL4-SRC3 luciferase reporter, luminescence;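 active = inhibition above a per-campaign cutoff, the mean of all compounds plus 3 SD, cut at about 60% in these data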;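 also: 0% = DMSO-treated cells and 100% = gossypol-treated cells at 36 µM; higher means less SRC3-driven luciferase light from the GAL4 reporter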
# TROY NFkB inh = blocks TROY-dependent signaling in reporter cells. Q293 LMP1-TROYcd NF-kB luciferase reporter, 4 h. inhibition, % at 10 µM. 360,000 tested, 0.98% active;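 active = compounds whose plate-normalised and pattern-corrected inhibition of the luciferase reporter signal at the single screening dose is 50% or more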
# LRH-1 inv ag = inverse agonists of human LRH-1 (NR5A2). O00482. HEK293T StAR-luciferase reporter, LRH-1 transfected, 24 h. inhibition, % at 3.6 µM. 360,000 tested, 0.13% active. AID 602396;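 active = inhibition above the mean inhibition of all tested compounds plus 3 SD, cut at about 73% in these data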;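 also: 0% = DMSO wells and 100% = reporter-only cells lacking LRH-1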
# TLR9-MyD88 block = blocks human TLR9 binding to MyD88; Q9NR96+Q99836; CHO BLA complementation TLR9-MyD88, CCF4 FRET ratio; inhibition, % at 4.98 µM; 340,000 tested, 0.21% active;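 active = inhibition above the mean over all tested compounds plus 3 SD, cut at about 21% in these data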;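 also: 0% = DMSO only wells and 100% = clavulanate BLA inhibitor control wells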
# Target sequence (Q99836 whole entry, looked up): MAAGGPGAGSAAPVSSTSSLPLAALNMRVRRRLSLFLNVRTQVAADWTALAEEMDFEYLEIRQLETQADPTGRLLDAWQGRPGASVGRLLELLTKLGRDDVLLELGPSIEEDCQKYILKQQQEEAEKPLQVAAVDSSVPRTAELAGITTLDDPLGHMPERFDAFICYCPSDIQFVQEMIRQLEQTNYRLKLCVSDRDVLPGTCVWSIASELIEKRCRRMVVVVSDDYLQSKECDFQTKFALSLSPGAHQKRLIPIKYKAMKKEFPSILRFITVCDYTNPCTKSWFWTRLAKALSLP
# Target sequence (Q9NR96 whole entry, looked up): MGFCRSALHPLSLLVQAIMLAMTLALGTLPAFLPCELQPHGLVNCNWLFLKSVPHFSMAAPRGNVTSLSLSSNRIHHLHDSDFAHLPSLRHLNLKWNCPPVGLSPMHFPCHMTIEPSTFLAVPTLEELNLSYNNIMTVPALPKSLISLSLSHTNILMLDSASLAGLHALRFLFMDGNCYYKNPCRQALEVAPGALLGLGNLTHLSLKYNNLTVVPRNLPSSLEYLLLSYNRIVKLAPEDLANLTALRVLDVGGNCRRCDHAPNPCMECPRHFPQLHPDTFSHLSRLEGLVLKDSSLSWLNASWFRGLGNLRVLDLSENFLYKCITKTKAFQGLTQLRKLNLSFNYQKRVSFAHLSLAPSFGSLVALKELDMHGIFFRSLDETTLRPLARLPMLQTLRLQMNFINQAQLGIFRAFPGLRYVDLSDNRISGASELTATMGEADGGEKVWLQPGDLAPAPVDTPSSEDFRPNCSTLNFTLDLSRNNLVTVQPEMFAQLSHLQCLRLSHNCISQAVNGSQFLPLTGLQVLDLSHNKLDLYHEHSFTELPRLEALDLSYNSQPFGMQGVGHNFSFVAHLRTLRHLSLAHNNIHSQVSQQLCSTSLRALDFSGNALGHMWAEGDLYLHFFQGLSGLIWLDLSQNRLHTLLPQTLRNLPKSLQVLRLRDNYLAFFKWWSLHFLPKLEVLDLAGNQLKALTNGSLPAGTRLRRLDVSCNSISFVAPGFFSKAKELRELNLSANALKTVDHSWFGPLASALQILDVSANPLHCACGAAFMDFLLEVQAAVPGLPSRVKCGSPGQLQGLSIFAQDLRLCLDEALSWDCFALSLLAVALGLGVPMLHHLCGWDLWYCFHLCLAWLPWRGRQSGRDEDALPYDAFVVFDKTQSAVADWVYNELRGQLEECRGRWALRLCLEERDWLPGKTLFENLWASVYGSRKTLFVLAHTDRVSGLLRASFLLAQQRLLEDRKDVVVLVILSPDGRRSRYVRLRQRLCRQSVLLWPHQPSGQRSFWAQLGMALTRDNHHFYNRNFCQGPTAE
# COUP-TFII inh = inhibitors of human COUP-TFII (NR2F2). inhibition, % at 8.6 µM. AID 686940. P24468. HEK293T NGFI-A luciferase reporter, luminescence. 370,000 tested, 0.7% active;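 active = inhibition above a per-plate cutoff, mean inhibition of test wells between control levels plus 3 SD, cut at about 38% in these data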;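 also: cells cotransfected with COUP-TFII expression vector driving the NGFI-A reporter; 0% = median of COUP-TF2 test wells and 100% = reporter-only cells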
# TRAIL sens C8 = sensitizes caspase-8 expressing cells to TRAIL. AID 624354. inhibition (viability loss, TRAIL sensitization), % at 10 µM. NB7+C8 cells + TRAIL, ATPlite viability luminescence. 360,000 tested, 1% active;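 active = compounds causing at least 50% loss of cell viability in the single-dose screen, relative to plate controls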
# Vif imaging = blocks HIV Vif function; inhibition, % at 7.49 µM; 340,000 tested, 0.35% active; HEK293T cells, Vif self-association by quenched fluorescence, imaging, 24 h; in the data active = inhibition above about 50%, passing the limit was not always enough; also: some results filed as inactive read as strong as hits
# NCOA1 inh = human NCOA1 inhibition. Q15788. HEK293 GAL4-SRC1 luciferase reporter, luminescence. inhibition, % at 3.6 µM. 360,000 tested, 0.12% active;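 active = inhibition above the campaign mean plus 3 SD, with each screening campaign given its own cutoff, cut at about 60% in these data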;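 also: 0% = DMSO treated cells and 100% = gossypol at 36 µM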
# * = called active by the depositor; . = no result given. These rows are one share of the data; the hit share may differ from the screen's.
SMILES,LMP1 NFkB inh,NOD2 RIPK2 PPI,NCOA2 inhibitor,SRC3 inh,TROY NFkB inh,LRH-1 inv ag,TLR9-MyD88 block,COUP-TFII inh,TRAIL sens C8,Vif imaging,NCOA1 inh
O=C(CCC1CCN(Cc2ccc(C#CCCO)cc2)CC1)NC1CC1,-7,-9,-4,-6,-9,4,4,18,1,2,5
CC1(C)CC(=O)C2=C(C1)NC(=O)NC2c1ccc([N+](=O)[O-])cc1 (centres undefined),4,-5,-27,13,-15,-11,0,6,0,8,18
COC(=O)c1ccccc1OCCOc1ccccc1C(=O)OC,-4,9,5,18,2,-3,1,-4,4,-5,-4
COc1ccc(OC)c2sc(N(CCN(C)C)C(=O)c3cc(Cl)sc3Cl)nc12,9,-14,-14,19,-3,2,-3,-6,1,-1,-5
CC1(C)CC2(CCO1)N1CC3(C)CN2CC(C)(C1)C3O (centres undefined),-1,2,-3,1,-9,8,8,0,-13,5,-5
Cc1ccc(N2CC(C(=O)N3CCOCC3)CC2=O)cc1Cl (centres undefined),5,-14,-20,-5,-11,-5,1,-5,-6,-18,-2
O=C(C1CCCN(S(=O)(=O)Cc2ccccc2)C1)N1CCc2ccccc21 (centres undefined),2,-8,12,-18,-1,24,9,6,-4,.,-3
Cc1ccc(C(=O)Nc2ncn[nH]2)cc1,0,4,1,-17,16,-9,10,-2,-5,21,-13
CC1(c2nnc(-c3ccncc3)o2)CC(c2ccc(F)cc2)=NO1 (centres undefined),5,2,4,-6,-6,9,-6,-7,2,.,-8
CCn1cc(CN2CCN(Cc3ccsc3)C(CCO)C2)cn1 (centres undefined),3,-12,6,12,-15,1,5,11,-1,0,-23
CCOC(=O)C1CCN(C(=O)C(=O)N2CCC(C(=O)OCC)CC2)CC1,-3,-6,0,13,4,-4,-7,6,-13,-1,-11
Cc1ccnc(Nc2nc(-c3ccc(O)c(O)c3)cs2)c1,-22,1,-11,-104,-17,-48,-17,-11,25,15,-64
COc1cc(/C=C(\C#N)c2ccccn2)ccc1OCC(=O)Nc1c(Cl)cccc1Cl,13,3,4,15,19,28,4,5,0,-7,8
CN(C)CCN(C)C1CN(Cc2ccccc2)S(=O)(=O)C1 (centres undefined),.,0,19,18,0,3,.,6,-3,.,1
COc1ccccc1CNS(=O)(=O)c1ccc2c(c1)CC(=O)N2C,4,-6,-8,-10,10,5,-10,-7,14,3,4
Oc1ccccc1C=NCCN1CCN(CCN=Cc2ccccc2O)C1c1ccccc1O (centres undefined),-18,0,-24,-21,-7,14,6,-14,1,-4,4
CCOC(=O)c1ccc(NC(=O)N2CCCCCC2)cc1,-30,-8,-53,-110,-26,-154,1,-63,34,.,-134
Cc1ccccc1NC(=O)Cn1nc(C(F)(F)F)cc1C1CC1,0,-9,3,-3,-2,11,-2,21,-6,6,-14
CCOCCCNC(=O)C1CCN(S(=O)(=O)N2CCCCC2)CC1,1,-3,-6,-5,-17,-1,3,-1,3,-7,-12
COc1ccccc1C(c1nnnn1C1CCCC1)N1CCN2CCCC2C1 (centres undefined),-8,2,17,3,10,-5,-9,-7,12,7,-14
CCCCN1C2CCCC1CC(NC(=O)c1cccc(OC)c1)C2 (centres undefined),3,3,8,6,7,8,2,-6,-17,-3,3
CCN(CC)S(=O)(=O)c1ccc(C)c(NC(=S)NC2CCCCC2)c1,3,3,35,15,13,-8,5,3,14,-11,4
COc1ccc2cc(C(=O)Nc3ccc(S(N)(=O)=O)cc3)sc(=O)c2c1OC,6,1,-15,16,-8,-10,5,-2,-2,7,-22
O=C(Cc1coc2ccc3ccccc3c12)Nc1nnc(C2CC2)s1,14,-4,-8,-74,29,-23,7,-71,18,.,-38
COc1ccc(CN2CCSCC2)c(OC)c1C,-2,-3,-22,6,-57,1,-8,25,-10,6,2
CCN1CCN(C(=O)c2cn(CCOC)c(=O)c3c2c2ccccc2n3C)CC1,-2,-3,0,-2,12,-10,-4,-2,-1,11,1
COc1ccc(-c2csc(Nc3cc(C)ccn3)n2)cc1OC,-7,4,-18,-58,-24,-77,-9,-4,13,-18,-53
NCCCC[C@H]1CNC(=S)N1CC1CCCCC1,-6,0,11,2,-5,-4,-1,-3,-5,2,-8
O=C(CN1C(=O)c2ccc([N+](=O)[O-])cc2C1=O)NCc1ccc(C(=O)O)cc1,-3,-7,-2,-9,2,-4,-4,-8,10,-4,-6
CCOc1ccc2nc(NC(=O)C3CSC4(C)CCC(=O)N34)sc2c1 (centres undefined),-9,7,-11,-20,-39,-23,-4,-12,19,-2,-10
COc1cc(NC(=O)C2CCN(c3cnccn3)CC2)cc(OC)c1,-1,2,5,11,10,-3,0,1,-17,-5,11
CCOc1ccc(C(=O)Nc2cc(OC)ccc2OC)cc1,0,-14,-24,5,-21,-6,-1,-15,-1,-45,-7
CC(C)CC(=O)NC(C)C(c1cccs1)N1CCOCC1 (centres undefined),0,-11,20,1,-19,2,7,11,6,7,-1
CCCCN1C(=O)C(=O)NC[C@@H]1Cc1ccc(O)cc1,.,-3,16,.,-4,-22,.,1,4,.,.
O=C(Cc1ccc(Cl)cc1Cl)NCC1(N2CCOCC2)CCCCC1,-7,-9,-21,0,10,-1,-8,2,-4,-1,-3
Cc1ccc(NC(=S)N2CCN(C(=O)C3CCCO3)CC2)c(C)c1 (centres undefined),5,-3,-5,13,10,-10,4,15,1,12,-5
CC(C)Cn1cc(-c2cccc3nccn23)cn1,.,7,-2,8,-14,-16,.,-7,3,4,13
CCOc1ccc(C(=O)C2CCN(C(=O)c3ccccc3C(=O)O)CC2)cc1,1,-5,-13,6,13,-3,3,2,-7,0,-1
CC1CCN(C(=O)C(=O)c2cn(CC(=O)N3CCCCCC3)c3ccccc23)CC1,2,-2,1,-9,4,-5,-8,4,4,-9,5
N#Cc1ccc(OCC(=O)N2CCN(S(=O)(=O)c3cccc(Cl)c3)CC2)cc1,-1,-2,16,10,-5,8,-7,7,-5,.,-5
CC(=O)/C(N=Nc1cc2c(cc1[N+](=O)[O-])OCCO2)=C(\C)O,0,-4,2,6,-4,-12,-2,9,2,0,6
COc1ccc(Nc2nc(-c3cccnc3)cs2)c(OC)c1,-14,7,-14,-40,-15,-43,-12,11,3,-5,-43
O=S1(=O)CSCS(=O)(=O)C1,-3,3,-26,-2,19,7,-3,8,-2,18,-3
CCC(Sc1nncn1C)C(=O)Nc1nnc(-c2ccc(Cl)cc2)s1 (centres undefined),-6,0,-6,-20,-31,2,-15,-4,18,2,1
Cc1ccc2cc(C(c3nnnn3C3CCCC3)N(Cc3ccco3)Cc3cccs3)c(=O)[nH]c2c1 (centres undefined),-1,4,-4,3,-34,0,-4,11,-17,-4,-19
CCN(CC)S(=O)(=O)c1ccc(Cl)c(NC(C)=O)c1,-4,3,-1,6,6,2,10,5,-2,17,-7
CC(=O)Nc1ccc(NC(=O)CCc2nc3ccccc3c(=O)[nH]2)cc1,-4,-10,-6,11,1,8,1,0,-4,-2,4
Cc1ccc(NC(=O)c2ccc(OC(F)(F)F)cc2)cc1S(=O)(=O)N(C)C,12,-4,13,13,13,27,-2,55*,22,-2,2

# Brought forward from above: 4 compounds, followed by the next part.
SMILES,LMP1 NFkB inh,NOD2 RIPK2 PPI,NCOA2 inhibitor,SRC3 inh,TROY NFkB inh,LRH-1 inv ag,TLR9-MyD88 block,COUP-TFII inh,TRAIL sens C8,Vif imaging,NCOA1 inh
Cc1ccc2cc(C(c3nnnn3C3CCCC3)N(Cc3ccco3)Cc3cccs3)c(=O)[nH]c2c1 (centres undefined),-1,4,-4,3,-34,0,-4,11,-17,-4,-19
CCN(CC)S(=O)(=O)c1ccc(Cl)c(NC(C)=O)c1,-4,3,-1,6,6,2,10,5,-2,17,-7
CC(=O)Nc1ccc(NC(=O)CCc2nc3ccccc3c(=O)[nH]2)cc1,-4,-10,-6,11,1,8,1,0,-4,-2,4
Cc1ccc(NC(=O)c2ccc(OC(F)(F)F)cc2)cc1S(=O)(=O)N(C)C,12,-4,13,13,13,27,-2,55*,22,-2,2
Cc1ccc(C2C(C#N)=C3N=C(N)c4ccccc4N3C3=C2C(=O)CCC3)cc1 (centres undefined),-3,2,-4,5,-24,-17,-4,-11,-24,-3,-2
COc1cccc(NC(=O)CC(=O)c2ccc([N+](=O)[O-])cc2)c1,-7,3,-23,-35,-41,-24,3,-10,6,-5,0
COc1ccccc1OCc1nc2ccccc2n1C,-25,1,-90,-82,-37,-56,4,-5,11,25,-105
CCn1c(SCc2nc3ccccc3c(=O)[nH]2)nnc1C(C)NC(=O)c1ccccc1 (centres undefined),-8,3,11,-3,-22,5,-1,12,-9,23,-2
CN(c1ccccc1)S(=O)(=O)c1cccc(NC(=O)Cn2cnc3ccccc3c2=O)c1,-6,-7,2,11,17,-8,-15,-11,-12,-25,-23
Cc1ccc(S(=O)(=O)N2CCN=C2c2ccccc2)cc1C,2,7,9,19,-20,-2,8,0,-11,-3,1
O=C(Nc1ccncc1)c1ccc([N+](=O)[O-])cc1Cl,7,-7,-1,8,9,5,-5,0,8,-5,6
CN1CCN(C(=O)c2cc3nc(-c4ccc(F)cc4)cc(C(F)(F)F)n3n2)CC1,1,2,1,4,0,12,-5,-10,-1,4,4
Cc1nn(C)c(C(=O)NNC(=O)Nc2cccc(C(F)(F)F)c2)c1Cl,-6,10,3,22,33,-5,4,17,0,-2,-41
Cc1nonc1C1CCCN1Cc1cn[nH]c1-c1ccc2c(c1)OCO2 (centres undefined),-1,-6,-21,13,11,-7,0,-1,-3,-5,-20
Cc1cccc(NC(=O)NNC(=O)COc2ccc(Cl)cc2)c1,10,-11,13,12,-8,3,-4,0,-1,-5,9
Cc1cc(NC(=O)CSCC(=O)N(C)Cc2ccc(Cl)cc2Cl)no1,0,3,-2,21,-3,-6,-3,-17,-3,-4,-23
Cc1ccc(CN(Cc2ccco2)C(=S)NCC(=O)NC2CC2)cc1,-19,5,-2,25,0,0,-9,-4,-7,-6,1
O=C1CN(C(=O)NCC(=O)N[C@@H](Cc2ccccc2)C(=O)O)c2ccccc2N1,5,0,-7,-1,1,0,7,23,-14,-12,-18
CCOC(=O)C1CCCN(C(=O)c2ccc(C)c(F)c2)CC1 (centres undefined),.,-6,-18,-8,2,1,.,22,0,-7,7
CC(=O)c1ccc(NC(=O)CN2C(=O)NC(C)(C3CCCCC3)C2=O)cc1 (centres undefined),-1,-4,0,20,-2,3,-2,3,0,4,1
O=C(COC(=O)CNC(=O)c1ccc(Br)o1)Nc1ccc2c(c1)OCCO2,-3,-7,0,10,19,22,-2,-9,-22,2,-18
COc1ccc(OC)c(N(CCN2C(=O)c3ccccc3C2=O)C(=O)C2CCC(=O)C2C)c1 (centres undefined),-4,5,-28,-16,-9,-13,10,-16,-8,-2,11
CC(=O)Nc1ccc(C=CC=Cc2cccc([N+](=O)[O-])c2)cc1,-3,4,-48,-61,-42,-4,-7,-40,-9,-3,-42
Cc1cccc(C)c1-n1c(C)nn(Cc2ccc([N+](=O)[O-])cc2)c1=O,-6,-3,26,-6,-5,-9,6,-2,-7,15,-7
CCOc1ncccc1C(=O)Nc1cc(S(=O)(=O)N(CC)CC)ccc1N1CCOCC1,5,-17,0,-9,-2,-1,2,-25,-3,-5,-4

# Bioassay records: PubChem BioAssay, several laboratories
